Assay outcomes from PubChem.
STAT3 inh – reduces IL-6 driven STAT3 reporter signal; U3A cells, IL-6 STAT3-luciferase reporter, luminescence; host cell line lacks STAT1; inhibition, % at 5.5 µM; 0.89% of 190,000 active;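 active = inhibition above the mean inhibition across all screened compounds plus 3 SD, cut at about 44% in these data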;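 also: 0% = DMSO only wells and 100% = 100 µM nifuroxazide control wells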
STAT1 blocker – inhibitors of IFN-gamma induced STAT1 signaling; NIH 3T3 STAT1-luciferase reporter, luminescence; inhibition, % at 5.5 µM; 0.35% of 200,000 active; AID 920;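 active = inhibition above a set limit, the mean inhibition across all tested compounds plus 3 SD, cut at about 34% in these data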;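 also: 0% = IFN-gamma with DMSO and 100% = IFN-gamma with 300 µM nifuroxazide; values of inactives mirror those of a sister screen read the other way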
STAT1 act – STAT1 signaling activation; NIH 3T3 STAT1-luciferase reporter, IFN-gamma, luminescence; 100% = IFN-gamma alone, no compound; 2.6% of 200,000 active; activation (% of control), % at 5.5 µM;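 active = activation above the screen-wide mean activation plus 3 SD, cut at about 130% in these data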;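 also: raw ratio to IFN-gamma control signal so 100% means no change and 0% no light; values of inactives mirror those of a sister screen read the other way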
Hsp70 act – transcriptional activators of Hsp70; HeLa Hsp70 promoter luciferase reporter, luminescence; scaled: vehicle 0, proteasome-inhibitor control 100%; activation, % at 10 µM; 0.04% of 200,000 active; AID 1203;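 active = activation above the mean across all tested compounds plus 3 SD, cutoff set per campaign, cut at about 5.5% in these data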;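 also: 100% = MG132 at 30 µM as the positive control and 0% = DMSO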
Efa HMGR inh – blocks class II HMG-CoA reductase of Enterococcus faecalis | purified E. faecalis HMGR, NADPH absorbance 340 nm kinetic | inhibition, % at 10 µM | 0.41% of 190,000 active;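 active = inhibition above a set limit, the median over all tested compounds plus 3 SD, cut at about 9.5% in these data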;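 also: enzyme runs in reverse so mevalonate oxidation gives rising NADPH absorbance; 0% = complete reaction with DMSO and 100% = background rate lacking mevalonate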
DTT redox prof – compounds producing H2O2 with reducing agent – biochemical, NIH compound library profiling, artefact control for MLSCN library redox annotation, primary screen; AID 878; activation, % at 10 µM; 0.03% of 200,000 active; DTT-dependent redox cycling H2O2, phenol red/HRP absorbance; 100% = 100 µM peroxide control, 0% = buffer;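 active = activation of at least 50% relative to the plate's high and low controls in the primary single-dose screen; inactive = activation below 50%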;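 also: compound incubated with DTT at 0.8 mM final as the reducing agent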
TLR4 MyD88 comp – inhibitors of human TLR4-MyD88 binding; O00206+Q99836; HeLa CL3-4 TLR4/MyD88 BLA complementation, FRET ratio; inhibition, % at 8.4 µM; 0.18% of 200,000 active; in the data active = inhibition above about 25%;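 also: 0% = vehicle and 100% = reference inhibitor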
Target sequence (O00206 whole entry, looked up): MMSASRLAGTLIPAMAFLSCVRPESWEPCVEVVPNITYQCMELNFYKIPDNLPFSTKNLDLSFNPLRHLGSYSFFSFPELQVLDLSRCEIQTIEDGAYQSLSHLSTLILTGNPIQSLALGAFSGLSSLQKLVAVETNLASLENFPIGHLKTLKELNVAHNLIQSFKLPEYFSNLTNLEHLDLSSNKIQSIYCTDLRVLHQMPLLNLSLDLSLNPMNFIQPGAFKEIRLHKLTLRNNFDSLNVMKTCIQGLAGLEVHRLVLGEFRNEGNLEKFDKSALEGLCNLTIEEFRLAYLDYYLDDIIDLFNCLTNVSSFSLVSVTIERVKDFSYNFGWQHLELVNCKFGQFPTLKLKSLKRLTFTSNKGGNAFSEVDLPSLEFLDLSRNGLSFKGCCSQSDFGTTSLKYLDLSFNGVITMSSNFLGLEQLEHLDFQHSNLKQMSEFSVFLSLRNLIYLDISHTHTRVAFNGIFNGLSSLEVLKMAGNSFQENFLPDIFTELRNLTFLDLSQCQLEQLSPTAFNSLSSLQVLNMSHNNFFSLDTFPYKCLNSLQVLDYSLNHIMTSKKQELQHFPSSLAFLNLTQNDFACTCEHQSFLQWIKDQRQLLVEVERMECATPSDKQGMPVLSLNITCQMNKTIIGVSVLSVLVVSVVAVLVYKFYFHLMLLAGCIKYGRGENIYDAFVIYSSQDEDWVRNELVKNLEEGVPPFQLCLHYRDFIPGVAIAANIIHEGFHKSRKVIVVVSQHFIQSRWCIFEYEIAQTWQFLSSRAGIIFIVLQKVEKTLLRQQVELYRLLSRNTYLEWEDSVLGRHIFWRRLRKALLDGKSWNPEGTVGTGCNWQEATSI
Target sequence (Q99836 whole entry, looked up): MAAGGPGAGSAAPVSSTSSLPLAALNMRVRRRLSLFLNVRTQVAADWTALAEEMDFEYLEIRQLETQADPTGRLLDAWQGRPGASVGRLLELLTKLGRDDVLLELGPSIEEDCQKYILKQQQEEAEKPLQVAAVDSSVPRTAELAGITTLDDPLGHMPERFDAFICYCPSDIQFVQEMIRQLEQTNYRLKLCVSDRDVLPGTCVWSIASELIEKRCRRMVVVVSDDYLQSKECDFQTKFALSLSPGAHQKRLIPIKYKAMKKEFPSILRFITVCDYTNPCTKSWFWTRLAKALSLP
NF-kB expr up – compounds increasing NF-kB expression in human neuronal cells; NF-kB reporter expression; hits give high values; fold change at 12.5 µM; 1.6% of 190,000 active; in the data active = fold change above about 3.3
STAT3 activator – STAT3 signaling activation; U3A cells, IL-6 STAT3-luciferase reporter, luminescence; 100% = signal with IL-6 EC80 alone; 0.91% of 190,000 active; activation (% of control), % at 5.6 µM; AID 871;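 active = activation above the screen-wide mean of compound activation plus 3 SD, cut at about 130% in these data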;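 also: 0% = background luminescence of wells with medium and substrate only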
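Material: STAT3-luciferase reporter U3A cells; Probe or stimulus: IL-6 (33 ng/mL); Incubation: compound pre-incubation 1 h before IL-6, then 6 h stimulation at 37 °C; Technique: luminescence from STAT3-driven luciferase reporter; Evaluation: % activation versus median of IL-6-stimulated wells; Controls: IL-6-only high control.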
APP 5'UTR act – activates APP 5'UTR luciferase reporter; SH-SY5Y APP 5'UTR luciferase reporter, luminescence; zero percent = DMSO vehicle wells; activation, % at 2 µM; 1% of 190,000 active;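 active = activation above a set limit, based on mean plus 3 SD of controls, cut at about 140% in these data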; also: values of inactives mirror those of a sister screen read the other way
Active calls of the source: *.

`C/C(=C\C(=O)c1ccc(C)cc1)Nc1cccc(O)c1` gave STAT3 inh 24, STAT1 blocker -1, STAT1 act 101, Hsp70 act 0.5, Efa HMGR inh -2, DTT redox prof 0.0, TLR4 MyD88 comp 3, NF-kB expr up 1.4, STAT3 activator 80 and APP 5'UTR act 157*.
Screening CC(c1ccco1)N(C(=O)c1ccc(S(=O)(=O)N2CCCCC2)cc1)c1ccccn1 (stereo not drawn) returned STAT3 inh 2, STAT1 blocker 1, STAT1 act 97, Hsp70 act 0.3, Efa HMGR inh 0, DTT redox prof 0.8, TLR4 MyD88 comp 5, NF-kB expr up 1.1, STAT3 activator 101 and APP 5'UTR act 22.
O=C(CN1CCCCCC1)N/N=C/c1ccc(Cl)c(Cl)c1 was read as STAT3 inh 9, STAT1 blocker -3, STAT1 act 102, Hsp70 act -0.3, Efa HMGR inh -3, DTT redox prof -0.7, TLR4 MyD88 comp -7, NF-kB expr up 1.2, STAT3 activator 94 and APP 5'UTR act -7.
`Cc1ccc(N(C(=O)c2ccccc2Cl)C2=NC(C)CS2)c(C)c1` (stereo not drawn) gave STAT3 inh 21, STAT1 blocker 5, STAT1 act 95, Hsp70 act -0.3, Efa HMGR inh -5, DTT redox prof 0.1, TLR4 MyD88 comp 11, NF-kB expr up 1.4, STAT3 activator 84 and APP 5'UTR act 10.
For COc1c(N)c2ccccc2[nH]c1=O the results were STAT3 inh 10, STAT1 blocker -6, STAT1 act 107, Hsp70 act -0.2, Efa HMGR inh -3, DTT redox prof -2.4, TLR4 MyD88 comp -3, NF-kB expr up 1.1, STAT3 activator 95 and APP 5'UTR act 11.
`Cc1ccc(C)n1Cc1ccc(C(=O)O)cc1` gave STAT3 inh 2, STAT1 blocker -1, STAT1 act 101, Hsp70 act 0.1, Efa HMGR inh 7, DTT redox prof 0.5, TLR4 MyD88 comp 13, NF-kB expr up 0.87, STAT3 activator 102 and APP 5'UTR act 13.
`CCOC(=O)C1(Cc2ccccc2)CCN(Cc2nccn2CC)CC1` gave STAT3 inh 4, STAT1 blocker -2, STAT1 act 100, Hsp70 act 0.2, Efa HMGR inh -8, DTT redox prof 11, TLR4 MyD88 comp 8, NF-kB expr up 0.84, STAT3 activator 100 and APP 5'UTR act -8.
Screening COc1ccc(C(C)=O)cc1CN1C(=O)NC2(CCCCC2)C1=O returned STAT3 inh 1, STAT1 blocker -4, STAT1 act 101, Hsp70 act -0.3, Efa HMGR inh -1, DTT redox prof 0.1, TLR4 MyD88 comp 3, NF-kB expr up 1.4, STAT3 activator 100 and APP 5'UTR act 1.
For COc1cc(OC)cc(C(=O)N(CCCN2C(=O)c3cccc4cccc(c34)C2=O)c2cccc(OC)c2)c1 the results were STAT3 inh -9, STAT1 blocker 5, STAT1 act 95, Hsp70 act -0.2, Efa HMGR inh 0, DTT redox prof 2.1, TLR4 MyD88 comp -15, NF-kB expr up 0.47, STAT3 activator 107 and APP 5'UTR act 12.
COc1cc2ccccc2cc1C(=O)Nc1ccc(S(=O)(=O)Nc2cc(C)on2)cc1 was read as STAT3 inh 7, STAT1 blocker -5, STAT1 act 105, Hsp70 act -0.1, Efa HMGR inh 5, DTT redox prof -0.1, TLR4 MyD88 comp 10, NF-kB expr up 1.1, STAT3 activator 98 and APP 5'UTR act 0.
For Cc1sc2ncnc(Sc3nnc4sc5ccccc5n34)c2c1C the results were STAT3 inh -2, STAT1 blocker 1, STAT1 act 102, Hsp70 act -0.5, Efa HMGR inh 0, DTT redox prof 0.4, TLR4 MyD88 comp 4, NF-kB expr up 1.3, STAT3 activator 99 and APP 5'UTR act 0.
Screening O=C(NC1=NCCS1)c1cccc(OC(F)F)c1 returned STAT3 inh -2, STAT1 blocker -40, STAT1 act 140*, Hsp70 act 0.1, Efa HMGR inh -1, DTT redox prof 0.2, TLR4 MyD88 comp 9, NF-kB expr up 4.1*, STAT3 activator 106 and APP 5'UTR act 150*.
Screening c1cc2c(cc1C1=Nn3c(nnc3C3CCCCC3)SC1)OCO2 returned STAT3 inh -7, STAT1 blocker 9, STAT1 act 92, Hsp70 act -0.3, Efa HMGR inh -4, DTT redox prof 0.0, TLR4 MyD88 comp -6, NF-kB expr up 1.1, STAT3 activator 106 and APP 5'UTR act -9.
`CCc1nnc(SCC(=O)Nc2ccccc2Cl)nc1CC` gave STAT3 inh 2, STAT1 blocker -6, STAT1 act 104, Hsp70 act -0.1, Efa HMGR inh -3, DTT redox prof 0.0, TLR4 MyD88 comp -9, NF-kB expr up 1.1, STAT3 activator 100 and APP 5'UTR act -4.
CCOC(=O)C1=C(N)OC2=C(C(=O)CCC2)C1c1ccc(C)s1 (stereo not drawn) was read as STAT3 inh 15, STAT1 blocker 3, STAT1 act 99, Hsp70 act -0.1, Efa HMGR inh -6, DTT redox prof -2.4, TLR4 MyD88 comp 18, NF-kB expr up 1.1, STAT3 activator 93 and APP 5'UTR act -3.

Two records picked at random from the list so far:
COc1cc2ccccc2cc1C(=O)Nc1ccc(S(=O)(=O)Nc2cc(C)on2)cc1 was read as STAT3 inh 7, STAT1 blocker -5, STAT1 act 105, Hsp70 act -0.1, Efa HMGR inh 5, DTT redox prof -0.1, TLR4 MyD88 comp 10, NF-kB expr up 1.1, STAT3 activator 98 and APP 5'UTR act 0.
CCOC(=O)C1=C(N)OC2=C(C(=O)CCC2)C1c1ccc(C)s1 (stereo not drawn) was read as STAT3 inh 15, STAT1 blocker 3, STAT1 act 99, Hsp70 act -0.1, Efa HMGR inh -6, DTT redox prof -2.4, TLR4 MyD88 comp 18, NF-kB expr up 1.1, STAT3 activator 93 and APP 5'UTR act -3.

Returning to the listing, starting 2 compounds before the break.
`CCc1nnc(SCC(=O)Nc2ccccc2Cl)nc1CC` gave STAT3 inh 2, STAT1 blocker -6, STAT1 act 104, Hsp70 act -0.1, Efa HMGR inh -3, DTT redox prof 0.0, TLR4 MyD88 comp -9, NF-kB expr up 1.1, STAT3 activator 100 and APP 5'UTR act -4.
CCOC(=O)C1=C(N)OC2=C(C(=O)CCC2)C1c1ccc(C)s1 (stereo not drawn) was read as STAT3 inh 15, STAT1 blocker 3, STAT1 act 99, Hsp70 act -0.1, Efa HMGR inh -6, DTT redox prof -2.4, TLR4 MyD88 comp 18, NF-kB expr up 1.1, STAT3 activator 93 and APP 5'UTR act -3.
For CCn1c(CSc2nccn2C)nc2cc(C(=O)O)ccc21 the results were STAT3 inh 0, STAT1 blocker -10, STAT1 act 109, Hsp70 act -0.3, Efa HMGR inh -4, DTT redox prof 2.0, TLR4 MyD88 comp 7, NF-kB expr up 0.97, STAT3 activator 108 and APP 5'UTR act -21.
CCn1c(CNC(=O)c2ccc(OC)cc2)nnc1SCC(=O)c1ccccc1 was read as STAT3 inh 4, STAT1 blocker -4, STAT1 act 104, Hsp70 act -0.3, Efa HMGR inh -2, DTT redox prof 0.9, TLR4 MyD88 comp 6, NF-kB expr up 1, STAT3 activator 100 and APP 5'UTR act 3.
Screening Cc1cc(C)n(CC(O)CN(c2cccc([N+](=O)[O-])c2)S(=O)(=O)c2ccccc2)n1 (stereo not drawn) returned STAT3 inh 6, STAT1 blocker 2, STAT1 act 96, Hsp70 act 0.1, Efa HMGR inh -4, DTT redox prof -1.7, TLR4 MyD88 comp -17, NF-kB expr up 1.2, STAT3 activator 99 and APP 5'UTR act -5.
Cc1nc(N2CCN(C)CC2)c2cc(-c3ccccc3)sc2n1 was read as STAT3 inh 8, STAT1 blocker -4, STAT1 act 103, Hsp70 act -0.1, Efa HMGR inh -4, DTT redox prof -0.4, TLR4 MyD88 comp 3, NF-kB expr up 1.2, STAT3 activator 99 and APP 5'UTR act 6.
For COc1ccc(Cc2nnc(SCC(=O)NC3CCCC3)o2)cc1 the results were STAT3 inh 6, STAT1 blocker 0, STAT1 act 104, Hsp70 act -0.4, Efa HMGR inh 3, DTT redox prof 4.9, TLR4 MyD88 comp 11, NF-kB expr up 1, STAT3 activator 98 and APP 5'UTR act -12.
Screening CC1(C)C(C=C(Cl)Cl)C1C(=O)N1CCN(c2ccccc2)CC1 (stereo not drawn) returned STAT3 inh 15, STAT1 blocker -2, STAT1 act 102, Hsp70 act -0.1, Efa HMGR inh 0, DTT redox prof -7.7, TLR4 MyD88 comp -6, NF-kB expr up 1.6, STAT3 activator 90 and APP 5'UTR act 7.
Screening COC(=O)CN(c1ccc(C(C)C)cc1)S(=O)(=O)c1c(C)[nH]c(=O)[nH]c1=O returned STAT3 inh 12, STAT1 blocker 3, STAT1 act 98, Hsp70 act 0.2, Efa HMGR inh 5, DTT redox prof -0.9, TLR4 MyD88 comp -8, NF-kB expr up 1.4, STAT3 activator 97 and APP 5'UTR act 4.
COc1ccccc1NS(=O)(=O)c1cc(C(=O)NCCN2CCOCC2)ccc1Cl was read as STAT3 inh 10, STAT1 blocker 1, STAT1 act 99, Hsp70 act -0.2, Efa HMGR inh 1, DTT redox prof -1.5, TLR4 MyD88 comp -6, NF-kB expr up 0.81, STAT3 activator 95 and APP 5'UTR act 10.
For Cc1ccc(SCCC(=O)Nc2cc(C)on2)cc1 the results were STAT3 inh 7, STAT1 blocker -6, STAT1 act 105, Hsp70 act 0.4, Efa HMGR inh -3, DTT redox prof 0.0, TLR4 MyD88 comp 10, NF-kB expr up 1.3, STAT3 activator 105 and APP 5'UTR act 6.
